S100A4 inh HTS = blocks human S100A4 binding to myosin IIA peptide; P26447; S100A4/TAMRA-MyoIIA peptide fluorescence polarization; inhibition, % at 10.7 µM; 360,000 compounds, 0.14% hits; AID 652163;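 active = mean inhibition of at least 70% across replicates, with every replicate also reaching that level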
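Material: S100A4 monomer protein / Buffer or medium: 50 mM HEPES pH 7.2, 10 mM CaCl2, 100 mM KCl / Times: 5 min incubation before reading / Benchmarks: neutral control DMSO, positive control TFP / Reagent: labelled myosin peptide probe, 5 nM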
FN deposit inh = fibronectin deposition inhibition; AH1F fibroblasts, Alexa488-fibronectin deposition fluorescence, overnight; inhibition, % at 12.6 µM; 350,000 compounds, 0.086% hits; AID 743247;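 active = mean inhibition across replicates of 30% or more, regardless of how many single replicates reach that level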;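 also: positive control wells lacked labelled fibronectin entirely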
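Material: AH1F fibroblasts assembling fluorescent fibronectin matrix; amount: 10000 AH1F cells/well; medium: DMEM, 2% serum; reagent: Alexa488-fibronectin, 24 nM final in well; dosing: single compound dose, delivered by pin transfer; incubation: 1 h adhesion, overnight exposure; detection: fluorescence after three HBSS washes, excitation 485 nm, emission 525 nm; measure: fibronectin deposition inhibition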
RAD52 anneal inh = blocks human RAD52 DNA annealing | P43351 | recombinant RAD52 DNA annealing, FRET fluorescence | inhibition, % at 18.7 µM | 360,000 compounds, 0.46% hits | AID 651710;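 active = every replicate showing at least 50% inhibition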
Target sequence (P43351 whole entry, looked up): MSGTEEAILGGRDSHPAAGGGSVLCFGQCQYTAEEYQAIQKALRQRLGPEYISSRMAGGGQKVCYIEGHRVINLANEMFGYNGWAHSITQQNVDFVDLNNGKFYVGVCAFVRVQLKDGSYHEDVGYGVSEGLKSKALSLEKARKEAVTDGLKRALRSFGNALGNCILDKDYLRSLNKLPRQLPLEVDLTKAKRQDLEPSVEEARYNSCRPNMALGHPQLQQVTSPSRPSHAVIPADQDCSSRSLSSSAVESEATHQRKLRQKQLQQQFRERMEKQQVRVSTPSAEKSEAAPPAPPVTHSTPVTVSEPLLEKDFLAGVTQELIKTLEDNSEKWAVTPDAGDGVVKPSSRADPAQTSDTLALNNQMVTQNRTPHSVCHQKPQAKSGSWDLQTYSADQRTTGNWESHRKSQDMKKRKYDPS
Xi reactivation = X-chromosome reactivation activator. 360,000 compounds, 0.055% hits. XiGFP mouse fibroblasts, % GFP-positive cells imaging, 3 d; cells co-treated with 5-aza-dC sensitizer; scaled so ellipticine positive control = 100%. AID 743238. activation, % at 7.58 µM;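 active = mean normalized replicate activation at least 10% and every replicate at or above 10%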;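 also: 0% = median of on-plate neutral control wells and 100% = ellipticine 6 µM median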
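System: 68-5-11 XiGFP fibroblast line | Buffer or medium: DMEM containing 5-aza-dC | Compound: Single point | Times: Compounds 3 days, fix/stain 15 min at room temperature | Benchmarks: Positive control ellipticine, 6 µM final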
RAD54 branch = inhibitors of human RAD54 branch migration; Q92698; RAD54 Holliday junction branch migration, FAM/BHQ fluorescence; inhibition, % at 10.4 µM; 360,000 compounds, 0.14% hits; AID 602329;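 active = mean normalized replicate activity at least 40 and at least half of replicates scoring 40 or more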;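 also: 0% = median of neutral control wells and 100% = median of positive control wells; inhibitors cause a drop in the FAM fluorescence signal; in these data hits start at about 50%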
esBAF inh = inhibitors of esBAF chromatin remodeling in mouse ES cells; reporter increase, % at 12.5 µM; Bmi1-luciferase knock-in reporter, 24 h; 100% = twice the neutral-well signal; 350,000 compounds, 2% hits; in the data active = activation above about 40%;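 also: 0% = median of the plate's neutral control wells and 100% = double that signal; a rise in the Bmi1 reporter signal indicates esBAF inhibition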
EWS-Fli inh = EWS/Fli transcriptional activity inhibition. 350,000 compounds, 0.67% hits. A673 NR0B1-luciferase reporter, viability-normalised. AID 651661. inhibition, % at 12.6 µM;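 active = mean inhibition of at least 50% after viability correction, with every replicate also passing that limit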;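 also: firefly luciferase signal divided by Alamar Blue viability fluorescence both relative to DMSO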
E-selectin induc = induces E-selectin expression in human endothelial cells; 260,000 compounds, 0.37% hits; activation, % at 7.58 µM; P16581; HUVEC E-selectin immunofluorescence imaging; normalized: neutral wells 0, TNF-alpha wells 100;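 active = mean E-selectin-positive cell signal at least 10% of the positive control, reached in at least 60% of replicates, without over 20% cell loss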;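 also: in these data hits start at about 27%; measured in HUVEC primary endothelial cells; signal is the percent of cells scored E-selectin positive by PE staining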
Target sequence (P16581 whole entry, looked up): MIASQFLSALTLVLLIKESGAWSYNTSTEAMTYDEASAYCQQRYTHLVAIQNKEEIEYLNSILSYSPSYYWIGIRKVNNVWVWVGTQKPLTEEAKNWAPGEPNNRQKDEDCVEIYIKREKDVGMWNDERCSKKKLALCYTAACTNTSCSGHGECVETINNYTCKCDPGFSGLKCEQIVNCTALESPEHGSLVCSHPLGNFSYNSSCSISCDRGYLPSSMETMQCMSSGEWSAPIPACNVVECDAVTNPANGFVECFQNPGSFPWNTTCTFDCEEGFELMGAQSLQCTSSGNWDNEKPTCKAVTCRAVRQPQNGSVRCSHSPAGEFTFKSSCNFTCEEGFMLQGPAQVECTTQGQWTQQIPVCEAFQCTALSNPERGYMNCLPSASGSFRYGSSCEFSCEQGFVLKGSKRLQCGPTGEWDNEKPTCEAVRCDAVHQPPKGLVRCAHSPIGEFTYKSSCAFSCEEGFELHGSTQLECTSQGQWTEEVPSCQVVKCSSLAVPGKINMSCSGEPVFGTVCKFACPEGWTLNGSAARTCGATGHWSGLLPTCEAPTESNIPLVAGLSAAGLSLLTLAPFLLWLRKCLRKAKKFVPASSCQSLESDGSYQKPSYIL
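System: HUVEC / Compound: single concentration / Signal: immunofluorescence imaging / Read-out: percent E-selectin-positive cells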
The depositor's hits bear a star; nt = not tested or not shown.

Abbreviations – A = S100A4 inh HTS; B = FN deposit inh; C = RAD52 anneal inh; D = Xi reactivation; E = RAD54 branch; F = esBAF inh; G = EWS-Fli inh; H = E-selectin induc
1) CCCCNC(=O)N1CCc2ccccc2C1
  A: -9	B: 11	C: -5	D: 0.1	E: nt	F: nt	G: -6	H: nt

2) O=S(=O)(Nc1ccccc1N1CCCCC1)c1cccs1
  A: 2	B: 1	C: -12	D: -0.1	E: -1	F: nt	G: -5	H: 0.0

3) C[C@H](CO)N1C[C@H](C)[C@@H](CN(C)S(=O)(=O)c2cn(C)cn2)OCCCC[C@H](C)Oc2ccc(NS(=O)(=O)c3ccc(Cl)cc3)cc2C1=O
  A: -1	B: -14	C: -54	D: -0.1	E: -1	F: 3	G: 4	H: nt

4) Cc1cc(OCC(=O)OCC(=O)c2ccc[nH]2)ccc1Cl
  A: -2	B: -6	C: -5	D: 0.0	E: 3	F: -8	G: -3	H: 0.0

5) O=C(Nc1ccc(Cl)cc1)N1CCC(CO)(Cc2ccccc2)CC1
  A: -11	B: -4	C: -13	D: 0.0	E: -16	F: -10	G: 1	H: -2.2

6) Cc1ccc(S(=O)(=O)N(C)C[C@@H]2Oc3ccc(NC(=O)CCCN(C)C)cc3CC(=O)N([C@@H](C)CO)C[C@H]2C)cc1
  A: -7	B: nt	C: 9	D: -0.1	E: -7	F: 3	G: -7	H: 1.1

7) N/C(Cc1ccc([N+](=O)[O-])cc1)=N\OC(=O)COc1ccc2ccccc2c1
  A: -1	B: nt	C: -10	D: nt	E: 4	F: -4	G: 3	H: nt

8) COc1ccc(-c2c(Sc3ccccc3)c3cc(-c4ccc(OC)c(F)c4)ccc3n2C)cc1
  A: -6	B: 8	C: -288	D: 0.4	E: nt	F: nt	G: 6	H: 0.0

9) COc1ccc(NC(=O)Nc2cccc3c2O[C@H](CN(C)S(=O)(=O)c2ccccc2)[C@@H](C)CN([C@@H](C)CO)C3=O)cc1
  A: 2	B: nt	C: -14	D: 0.1	E: 1	F: 9	G: 3	H: -0.2

10) Cc1ccc(S(=O)(=O)N(C)c2ccc(OC(=O)CN3C(=O)NC4(CCCC4)C3=O)cc2)cc1
  A: 5	B: 11	C: -4	D: -0.1	E: 6	F: -3	G: 1	H: -0.1

Following part
Abbreviations – A = S100A4 inh HTS; B = FN deposit inh; C = RAD52 anneal inh; D = Xi reactivation; E = RAD54 branch; F = esBAF inh; G = EWS-Fli inh; H = E-selectin induc
11) C[C@@H]1CN([C@@H](C)CO)C(=O)c2cc(NC(=O)c3ccccc3)ccc2O[C@@H](C)CCCCO[C@@H]1CN(C)C(=O)NC1CCCCC1
  A: nt	B: 5	C: nt	D: 0.1	E: -15	F: -1	G: -8	H: -0.2

12) COc1cc(CN2C(=S)NC(C)(C)CC2(C)O)cc(OC)c1 (configuration not stated)
  A: -12	B: 0	C: -6	D: 0.1	E: 3	F: nt	G: 11	H: nt

13) O=C(c1cc([N+](=O)[O-])cc([N+](=O)[O-])c1)N1CCN(C(=O)c2ccco2)CC1
  A: 10	B: 14	C: -8	D: -0.2	E: nt	F: nt	G: 5	H: nt

14) COc1ccc(CN(C)C[C@H]2Oc3ccc(NS(=O)(=O)c4ccccc4)cc3CC(=O)N([C@H](C)CO)C[C@H]2C)cc1
  A: -8	B: nt	C: 22	D: 0.0	E: 3	F: -6	G: -3	H: 0.1

15) C[C@H]1CN([C@@H](C)CO)S(=O)(=O)c2ccc(C3=CCCCC3)cc2O[C@@H]1CN(C)Cc1ccncc1
  A: 10	B: nt	C: 1	D: -0.1	E: 2	F: -3	G: 30	H: 0.4

16) Cc1cccc(C(=O)NCC(=O)N2CCN(S(=O)(=O)/C=C/c3ccccc3)CC2)c1
  A: -6	B: 0	C: -17	D: 0.2	E: 6	F: -5	G: 1	H: nt

17) Cc1ccc(C(=O)NCC(=O)OCC(=O)Nc2ccc(Cl)cc2C(F)(F)F)cc1C
  A: 11	B: 5	C: -7	D: -0.1	E: nt	F: nt	G: -2	H: nt

18) c1nc(NCc2ccc3c(c2)OCO3)c2cc(-c3ccc4c(c3)OCCO4)ccc2n1
  A: 6	B: -1	C: 0	D: 0.0	E: -3	F: 3	G: 9	H: -0.2

19) Cc1noc(C)c1S(=O)(=O)Nc1ccc2c(c1)C(=O)N([C@@H](C)CO)C[C@@H](C)[C@H](CN(C)C(=O)Cc1ccccc1)OCCCC[C@@H](C)O2
  A: 14	B: nt	C: -6	D: -0.5	E: -3	F: 6	G: -11	H: -0.3

20) CCCCn1c(CNC(=O)C23CC4CC(CC(C4)C2)C3)nnc1SCC(=O)Nc1nnc(C)s1
  A: -4	B: 3	C: -3	D: 0.3	E: -5	F: -4	G: 3	H: nt

The list goes on.
Abbreviations – A = S100A4 inh HTS; B = FN deposit inh; C = RAD52 anneal inh; D = Xi reactivation; E = RAD54 branch; F = esBAF inh; G = EWS-Fli inh; H = E-selectin induc
21) Cc1ccc(N2CC(=O)N(c3ccc(C)cc3)CC2=O)cc1
  A: 1	B: 5	C: -19	D: 0.0	E: nt	F: nt	G: 3	H: nt

22) COc1cccc2c1SCc1ccccc1C2CC(N)=O (configuration not stated)
  A: -8	B: 3	C: -11	D: 0.1	E: -1	F: 13	G: 13	H: nt

23) CC(C)NC(=O)N(C)C[C@H]1Oc2ccc(NC(=O)CCCN(C)C)cc2CC(=O)N([C@@H](C)CO)C[C@@H]1C
  A: nt	B: nt	C: nt	D: -0.1	E: nt	F: 1	G: 1	H: 9.3

24) COc1ccc(NC(=O)Nc2ccc3c(c2)CC(=O)N([C@@H](C)CO)C[C@@H](C)[C@@H](CN(C)C(=O)NC(C)C)O3)cc1
  A: 4	B: nt	C: 19	D: -0.9	E: 11	F: -7	G: 1	H: 0.5

25) O=C(C[C@H]1C[C@H]2c3cc(NC(=O)Nc4ccccc4F)ccc3O[C@H]2[C@@H](CO)O1)NC1CCCC1
  A: 1	B: 2	C: -4	D: 0.3	E: 0	F: -1	G: -3	H: -0.1

26) COc1ccccc1NS(=O)(=O)c1cccc(C(=O)N2CCCC2)c1
  A: -6	B: -11	C: -18	D: -0.1	E: 5	F: -4	G: -10	H: -0.6

27) COc1ccc(NC(=O)c2ccco2)c(NC(=O)c2ccc([N+](=O)[O-])cc2)c1
  A: 11	B: nt	C: -8	D: 0.3	E: -12	F: -7	G: -6	H: -0.1

28) Cc1cc(C)n(CCNC(=O)C2CCC(=O)N(Cc3ccc(Cl)cc3)C2)n1 (configuration not stated)
  A: 24	B: 0	C: -2	D: 0.0	E: 9	F: 5	G: nt	H: nt

29) O=C(N/N=C\c1ccc[nH]1)c1cncc(Br)c1
  A: -8	B: 2	C: -9	D: -0.1	E: -13	F: 5	G: nt	H: nt

30) N#Cc1cncc(-c2ccc3c(c2)OCCOCCOCCOCCOCCO3)n1
  A: -1	B: -2	C: 2	D: 0.1	E: nt	F: nt	G: 8	H: nt

(further entries)
Abbreviations – A = S100A4 inh HTS; B = FN deposit inh; C = RAD52 anneal inh; D = Xi reactivation; E = RAD54 branch; F = esBAF inh; G = EWS-Fli inh; H = E-selectin induc
31) CCN(CC)c1ccc(C(=O)N/N=C(\C)c2cccc(OC)c2)cc1
  A: -6	B: 1	C: -10	D: 0.0	E: nt	F: nt	G: 4	H: -0.6

32) COc1ccc(OC)c(Nc2nc(NCCC(C)C)nc(N)c2[N+](=O)[O-])c1
  A: 3	B: 11	C: -3	D: -0.1	E: nt	F: -10	G: 0	H: nt

33) COc1cccc(S(=O)(=O)N[C@@H]2CC[C@H](CCNC(=O)Cc3ccncc3)O[C@@H]2CO)c1
  A: 4	B: -18	C: -23	D: -0.1	E: 1	F: 3	G: -5	H: 0.3

34) COc1ccccc1NS(=O)(=O)c1ccc2oc(SCC(C)=O)nc2c1
  A: 1	B: 1	C: -15	D: 0.0	E: 5	F: 14	G: -22	H: -0.1

35) O=C(COC(=O)CNC(=O)c1ccc(Cl)c([N+](=O)[O-])c1)NNC(=O)c1ccccc1F
  A: -4	B: 3	C: -1	D: 0.0	E: -7	F: -5	G: 7	H: nt

36) CCN1CCCC1CNC(=O)C(=O)NCCc1ccc(OC)c(OC)c1 (configuration not stated)
  A: -3	B: 5	C: -9	D: 0.0	E: nt	F: nt	G: -5	H: nt

37) COc1ccc(NC(=O)c2cc(-c3ccco3)nc3ccccc23)cn1
  A: 2	B: 4	C: -18	D: 0.1	E: 7	F: 1	G: -5	H: 0.3

38) CNC(=O)c1ccc(NC(=O)Nc2ccccc2)cc1
  A: 7	B: 4	C: -13	D: 0.5	E: 0	F: 28	G: -32	H: nt

39) CCOc1ccccc1NC(=O)C1CCCN1S(=O)(=O)c1ccccc1C(F)(F)F (configuration not stated)
  A: 0	B: -3	C: -19	D: -0.1	E: -3	F: 1	G: 13	H: nt

40) O=S(=O)(c1ccc(C(F)(F)F)cc1)N1CCCc2nc(-c3ccc(F)cc3)ccc21
  A: 3	B: 1	C: -30	D: 0.1	E: nt	F: nt	G: 3	H: 1.1

An excerpt of the results above:
Abbreviations – A = S100A4 inh HTS; B = FN deposit inh; C = RAD52 anneal inh; D = Xi reactivation; E = RAD54 branch; F = esBAF inh; G = EWS-Fli inh; H = E-selectin induc
37) COc1ccc(NC(=O)c2cc(-c3ccco3)nc3ccccc23)cn1
  A: 2	B: 4	C: -18	D: 0.1	E: 7	F: 1	G: -5	H: 0.3

38) CNC(=O)c1ccc(NC(=O)Nc2ccccc2)cc1
  A: 7	B: 4	C: -13	D: 0.5	E: 0	F: 28	G: -32	H: nt

39) CCOc1ccccc1NC(=O)C1CCCN1S(=O)(=O)c1ccccc1C(F)(F)F (configuration not stated)
  A: 0	B: -3	C: -19	D: -0.1	E: -3	F: 1	G: 13	H: nt

40) O=S(=O)(c1ccc(C(F)(F)F)cc1)N1CCCc2nc(-c3ccc(F)cc3)ccc21
  A: 3	B: 1	C: -30	D: 0.1	E: nt	F: nt	G: 3	H: 1.1

Other entries:
Abbreviations – A = S100A4 inh HTS; B = FN deposit inh; C = RAD52 anneal inh; D = Xi reactivation; E = RAD54 branch; F = esBAF inh; G = EWS-Fli inh; H = E-selectin induc
41) COCC#Cc1cnc2c(c1)C(=O)N([C@H](C)CO)C[C@H](C)[C@H](CN(C)C(=O)Nc1cccc(F)c1)O2
  A: 3	B: -4	C: -5	D: -0.1	E: -7	F: -1	G: -10	H: 0.0

42) Nc1nc2nc(-c3cccs3)cc(C(F)(F)F)n2n1
  A: -4	B: nt	C: -11	D: 0.1	E: nt	F: nt	G: -9	H: nt

43) CC(C)(C)S(=O)N1Cc2cc(C(=O)NCCCN3CCOCC3)nc(-c3cccc(-c4cccc(F)c4)c3)c2[C@@H]1CCO (some centres not stated)
  A: -21	B: nt	C: 4	D: nt	E: 5	F: 1	G: 5	H: nt

44) C/C=C/c1ccc([C@@H]2[C@@H](CO)N3C(=O)CN(C(=O)Cc4cccnc4)C[C@@H]23)cc1
  A: 35	B: nt	C: -1	D: 0.0	E: nt	F: nt	G: 2	H: 0.1

45) CS(=O)(=O)Nc1ccc2c(c1)[C@H]1C[C@H](CC(=O)NCC(F)(F)F)O[C@@H](CO)[C@H]1O2
  A: 4	B: -8	C: -3	D: -0.1	E: 3	F: -1	G: -4	H: 0.0

46) O=C(N[C@H]1CC[C@H](CCn2cc(-c3ccccc3F)nn2)O[C@@H]1CO)c1ccc2c(c1)OCO2
  A: 6	B: 0	C: 2	D: 0.1	E: 1	F: 14	G: -2	H: -0.2

Assay outcomes from PubChem.
